Screening results from PubChem BioAssay.
V1R ag counter: activates human V1a receptor in oxytocin agonist counter-screen | P37288 | CHO-V1R cells, Fluo-8 calcium fluorescence, agonist mode; 0% DMSO, 100% 3 nM vasopressin | activation, % at 3 µM | 320,000 compounds, 0.25% hits;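 active = activation above the mean activation of all tested compounds plus 3 SD, per screening run, cut at about 20% in these data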;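 note: signal is peak over basal fluorescence ratio across a 100 second FLIPR read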
Target sequence (P37288 whole entry, looked up): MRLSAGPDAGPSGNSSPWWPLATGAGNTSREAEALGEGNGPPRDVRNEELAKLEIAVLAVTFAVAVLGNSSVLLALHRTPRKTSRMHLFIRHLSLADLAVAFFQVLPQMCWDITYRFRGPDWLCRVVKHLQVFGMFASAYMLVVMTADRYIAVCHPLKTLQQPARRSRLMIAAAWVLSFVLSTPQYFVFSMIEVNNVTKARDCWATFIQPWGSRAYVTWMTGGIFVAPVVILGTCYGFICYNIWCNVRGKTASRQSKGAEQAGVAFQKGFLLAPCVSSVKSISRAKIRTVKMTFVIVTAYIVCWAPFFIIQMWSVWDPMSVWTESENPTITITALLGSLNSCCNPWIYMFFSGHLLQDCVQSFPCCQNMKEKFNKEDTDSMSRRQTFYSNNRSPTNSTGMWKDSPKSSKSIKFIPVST
TAAR1 antagonist: antagonists of human TAAR1; inhibition, % at 3 µM; 360,000 compounds, 1.5% hits; CHO RD-HGA16 TAAR1, Fluo-8 calcium fluorescence, antagonist; AID 624466; Q96RJ0;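 active = inhibition above a per-plate cutoff, the mean inhibition of test compounds on that plate plus 3 SD, cut at about 49% in these data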;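 note: 0% = DMSO plus EC80 beta-PEA response and 100% = DMSO alone without agonist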
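System: RD-HGA16 CHO cells with stable hTAAR1 and Gα16 | Probe or stimulus: EC80 β-phenethylamine stimulus | Dosing: 3 µM, single point | Times: Dye loading 75 min at 37 °C, then 30 min room temperature | Measured by: Fluo-8 calcium-sensitive fluorescence | Read-out basis: % inhibition of agonist calcium response | Replicates: n of 1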
OXTR agonist: human OXTR agonism; P30559; CHO-OTR cells, Fluo-8 calcium fluorescence; normalized: DMSO 0%, oxytocin 100%; activation, % at 3 µM; 320,000 compounds, 0.32% hits;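 active = activation above the mean of all tested compounds plus 3 SD, cutoff set per screening run, cut at about 20% in these data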;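 note: peak over basal fluorescence ratio from a 100 s FLIPR kinetic read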
OXTR potentiate: potentiators of human oxytocin receptor | CHO-OTR cells, Fluo-8 calcium fluorescence, potentiator mode; 0% = oxytocin EC15, 100% = EC100 | 320,000 compounds, 0.061% hits | activation, % at 3 µM;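 active = activation above that plate's cutoff, the mean activation of tested compounds plus 3 SD, cut at about 6.6% in these data, passing the limit was not always enough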;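 note: 100% uses oxytocin at 75 nM as the full agonist control; some results filed as inactive read as strong as hits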
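Assay system: CHO cell line stably expressing human OTR. Reagent: EC15 oxytocin agonist. Dosing: single dose, 3.0 µM nominal final compound concentration. Timing: compound 6 min at room temperature before oxytocin, 100 s read. Signal: kinetic Fluo-8 calcium fluorescence. Controls: oxytocin EC15 low and EC100 high.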
CHO parental Ca: signal in parental CHO cells, OX1R antagonist counter-screen | parental CHO-K1, ATP-induced calcium, Fluo-8 fluorescence | inhibition, % at 5.6 µM | 330,000 compounds, 0.63% hits | AID 463079;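 active = inhibition above that plate's mean sample inhibition plus 3 SD, cut at about 26% in these data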;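 note: 0% = ATP-challenged DMSO wells and 100% = DMSO wells without ATP; some compounds past the cut are filed as inactive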
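Material – parental CHO cells · Reagent – ATP stimulus · Compound – single nominal dose of 5.6 µM per compound · Detection – Fluo-8 fluorescence · Read-out basis – percent inhibition of calcium signal · Controls – ATP-challenged DMSO wells low, unchallenged DMSO wells high · Repeats – no replicates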
TAAR1 agonist: agonists of human TAAR1; Q96RJ0; CHO RD-HGA16 TAAR1, Fluo-8 calcium fluorescence; vehicle wells 0%, saturating PEA agonist 100%; activation, % at 3 µM; 360,000 compounds, 0.99% hits; AID 624467;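 active = activation above the mean activation of all test compounds in the run plus 3 SD, cut at about 38% in these data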
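Signal – calcium-sensitive Fluo-8 signal, excitation 470-495, emission 515-575 nm · System – RD-HGA16 (CHO) cells co-expressing Gα16 and hTAAR1 · Incubation – 17-24 h seeding, 75 min 37 °C dye, 30 min RT · Compound dosing – 3 µM single concentration · Repeats – no replicates (n 1)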
CHRM1 PAM: potentiates human M1 receptor response to acetylcholine. AID 588819. CHO-K1 hM1, Fluo-8 calcium fluorescence, ACh EC20; 0% = ACh EC20, 100% = maximal ACh. activation, % at 3 µM. 360,000 compounds, 0.088% hits; in the data active = activation above about 19%, passing the limit was not always enough
Target sequence (P11229 whole entry, looked up): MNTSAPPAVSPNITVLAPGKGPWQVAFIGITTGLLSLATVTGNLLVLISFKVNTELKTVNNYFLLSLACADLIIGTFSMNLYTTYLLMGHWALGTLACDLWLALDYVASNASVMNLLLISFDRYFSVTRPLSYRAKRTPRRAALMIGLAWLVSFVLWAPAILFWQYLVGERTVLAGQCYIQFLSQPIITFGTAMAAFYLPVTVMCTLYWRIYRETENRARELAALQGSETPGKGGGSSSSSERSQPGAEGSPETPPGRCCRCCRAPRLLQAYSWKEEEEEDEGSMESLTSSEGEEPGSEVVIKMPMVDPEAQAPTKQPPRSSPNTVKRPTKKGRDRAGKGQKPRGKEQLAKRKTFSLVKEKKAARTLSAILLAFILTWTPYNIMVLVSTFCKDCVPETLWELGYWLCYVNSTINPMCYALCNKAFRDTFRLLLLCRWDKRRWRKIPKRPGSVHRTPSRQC
CHRM1 antagonist: human CHRM1 antagonism. P11229. CHO-K1 hM1, Fluo-8 calcium fluorescence, ACh EC80 antagonist. inhibition, % at 3 µM. 360,000 compounds, 1.3% hits. AID 588852;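 active = percent inhibition above its own plate's cutoff, namely the mean of that plate's compound wells plus 3 SD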;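 note: peak over basal fluorescence ratio during 140 s after agonist addition; 0% = ACh EC80 plus DMSO and 100% = DMSO alone without agonist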
CHRM1 agonist: human M1 muscarinic receptor agonism; P11229; 360,000 compounds, 0.33% hits; CHO-K1 hM1, Fluo-8 calcium fluorescence, agonist mode; 0% DMSO, 100% acetylcholine EC100; AID 588814; activation, % at 3 µM;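 active = activation above the run's mean compound activation plus 3 SD, cut at about 16% in these data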;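 note: peak over basal fluorescence ratio within a 140 s kinetic read after compound addition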
* marks the source's active call; other numbers are inactive results; x = not tested or not shown.

cpd	structure	CHRM1 agonist	OXTR agonist	CHRM1 antagonist	TAAR1 antagonist	TAAR1 agonist
1	CCN(CC)c1ccc(/C=N/NC(=O)c2cc3ccccc3[nH]2)cc1	2	-2.8	-8	7	-1
2	O=C(CCS(=O)(=O)c1ccccc1)N1CCCc2ccccc21	-2	-1.7	-6	-15	4
3	S=C(NCCc1c[nH]c2ccccc12)NC1CCCCC1	-10	2.4	22	-8	5
4	COc1ccc(S(=O)(=O)N2CCCCC2)cc1NC(=O)C1CC1C (stereo not drawn)	3	3.1	3	7	3
5	CCCC#Cc1cnc2c(c1)C(=O)N([C@H](C)CO)C[C@@H](C)[C@H](CN(C)S(=O)(=O)c1cccc(OC)c1)O2	-7	x	7	-12	7
6	CCOc1ccc2c(C)cc(=O)oc2c1OCC	-3	-0.2	-8	7	2
7	Cc1cc(=O)oc2c(C)c(OC(C)C(=O)NC3CCN(Cc4ccccc4)CC3)ccc12 (stereo not drawn)	-6	0.3	-16	-21	-1
8	COCCn1c(C)cc(C(=O)COC(=O)C2CC(=O)N(CCc3ccc(OC)c(OC)c3)C2)c1C (stereo not drawn)	-3	0.0	-23	-30	3
9	Cc1ccc(NC(=O)CSc2ncc(S(=O)(=O)c3ccccc3)c(=O)[nH]2)cc1C	-5	-1.4	3	2	-3
10	CS(=O)(=O)Nc1cccc(C2=NN(C(=O)c3cccc(F)c3)C(c3cccs3)C2)c1 (stereo not drawn)	0	1.9	9	62*	22

cpd	CHRM1 PAM	CHO parental Ca	V1R ag counter	OXTR potentiate
1	7	-10	-0.4	-9
2	2	4	-0.2	-20
3	-18	-8	4.1	-21
4	15	-7	2.0	-1
5	-11	x	x	x
6	8	7	-0.2	-9
7	9	-17	2.5	3
8	16	-16	0.3	7
9	9	-3	0.0	-7
10	0	-2	4.4	-11

(cont.)
cpd	structure	CHRM1 agonist	OXTR agonist	CHRM1 antagonist	TAAR1 antagonist	TAAR1 agonist
11	Nc1c(C(=O)CSc2nnc(-c3ccccc3F)o2)c(=O)[nH]c(=O)n1C1CC1	-3	-0.6	2	18	7
12	CCC(C)NC(=O)CSc1nc2cc(S(=O)(=O)N3CCOCC3)ccc2n1CC (stereo not drawn)	-4	-1.8	-13	-14	2
13	CCN1C(=O)CC(N2CCC(Nc3ccc(OC)cc3)CC2)C1=O (stereo not drawn)	-4	0.6	14	0	12
14	Cc1ccc(-c2cc(-c3n[nH]c(=S)o3)c3ccccc3n2)cc1	-5	0.2	-3	0	1
15	Cc1nc2ccccc2n1CCc1nc2c3ccccc3nc(SCC(=O)NCc3ccco3)n2n1	-4	-2.6	9	22	9
16	CN(C)C1=NCCN1CCCCc1ccccc1	-14	-0.3	20	10	-1
17	CCOc1cccc(-c2nnc3sc(COc4ccc(C)cc4)nn23)c1	-1	1.8	10	-6	5
18	Cc1ccc(S(=O)(=O)N2CCN(C(=O)CN3C(=O)NC(C)(c4ccc5ccccc5c4)C3=O)CC2)cc1 (stereo not drawn)	-6	x	19	-2	1
19	CNc1nc(-c2ccc3c(c2)CCN3C(=O)c2cccc(F)c2)cs1	-4	0.5	-8	14	4
20	CS(=O)(=O)N1CCN(C(=O)C2c3ccccc3Oc3ccccc32)CC1	-9	-0.8	47*	x	x

cpd	CHRM1 PAM	CHO parental Ca	V1R ag counter	OXTR potentiate
11	0	-7	1.3	-2
12	13	-4	-1.6	6
13	-6	-9	0.0	-3
14	4	-9	0.2	0
15	-3	-23	-0.4	-7
16	-15	-2	1.0	3
17	-6	-4	1.2	-2
18	-5	x	x	x
19	1	-7	1.7	-6
20	-22	1	-0.5	-1

(cont.)
cpd	structure	CHRM1 agonist	OXTR agonist	CHRM1 antagonist	TAAR1 antagonist	TAAR1 agonist
21	CCN(c1ccc(OC)cc1)S(=O)(=O)c1cc(-c2cc(C)no2)ccc1C(C)C	-4	-1.1	-3	-18	1
22	COc1ccccc1CNC(=O)COc1ccccc1OC	-2	0.7	8	5	2
23	O=C(NCC(c1ccco1)N1CCCC1)c1ccc(Cl)cc1 (stereo not drawn)	-6	0.2	-15	-8	0
24	COc1ccc(CC(=O)Nc2nc3ccccc3s2)cc1S(=O)(=O)N1CCOCC1	-1	17	-4	18	12
25	CCc1nnc(NC(=O)CSc2nnc(-c3c[nH]c4ccccc34)n2CC)s1	-6	-1.1	-1	5	2
26	CCCCN(C)c1nc(-c2ccco2)c2c(c1C#N)CC(C)(C)OC2	1	-0.5	10	-25	0
27	O=C(NCc1ccc2c(c1)OCO2)c1cnc2ccccn2c1=O	-6	-0.3	-17	-2	0
28	CCOC(=O)c1c(C)[nH]c(C)c1C(=O)COC(=O)/C=C/c1cccc(C(F)(F)F)c1	-7	-1.3	1	-11	-1
29	Cc1ccc2oc(C(=O)NC3CCS(=O)(=O)C3)cc(=O)c2c1 (stereo not drawn)	-2	0.5	-10	-20	2
30	O=C(CCCN1C(=O)/C(=C/c2cccs2)SC1=S)Nc1cccc(O)c1	-1	4.6	25*	45	5

cpd	CHRM1 PAM	CHO parental Ca	V1R ag counter	OXTR potentiate
21	-2	5	0.0	-11
22	-6	-2	-0.1	-13
23	4	-12	-0.3	-6
24	-1	-9	9.7	-23
25	0	-13	0.1	-4
26	15	-33	-2.1	2
27	8	-6	-0.9	-9
28	1	-2	-0.3	-9
29	8	-6	0.2	-8
30	-17	2	5.9	-19

Later entries
cpd	structure	CHRM1 agonist	OXTR agonist	CHRM1 antagonist	TAAR1 antagonist	TAAR1 agonist
31	COc1cc(/C=C(/C#N)c2ccc(C)cc2)ccc1Oc1ccc([N+](=O)[O-])cn1	-2	-0.6	-28	-3	0
32	Cc1cccc([C@H](NC(=O)OC(C)(C)C)C(=O)OC(C)(C)C)c1	-7	-1.8	3	-15	20
33	O=C(NNS(=O)(=O)c1ccc(Br)cc1)c1cccs1	-6	0.1	8	6	4
34	COc1cc(N/C(N)=N/c2nc(C)cc(C)n2)c(OC)cc1Cl	-10	1.8	2	-3	11
35	CCN(CC)S(=O)(=O)c1ccc(N2CCOCC2)c(NC(=O)COc2ccccc2)c1	-5	-1.1	-3	10	3
36	Cc1ccc(S(=O)(=O)N(C)c2ccc(C(=O)O)cc2)cc1	1	1.8	-10	12	3
37	COc1ccc(-n2c(=O)c3ccccc3c3ccccc3c2=O)cc1	-3	-0.2	-2	-7	3
38	CCCC(C)C(=O)Nc1ccc(C(N)=O)cc1 (stereo not drawn)	-3	0.2	-6	2	17
39	COc1ccc(C(=O)C2CCCN(Cc3cn(C)nc3-c3ccccc3)C2)cc1F (stereo not drawn)	2	3.2	-1	-6	1
40	CCCCn1c(N)c(N(CCOC)C(=O)c2ccc(N3CCCC3=O)cc2)c(=O)[nH]c1=O	-4	1.4	3	-11	6

cpd	CHRM1 PAM	CHO parental Ca	V1R ag counter	OXTR potentiate
31	6	-13	0.0	-3
32	-2	-24	-1.4	0
33	6	-10	-0.7	-5
34	-3	-6	2.6	-12
35	3	-11	-1.9	-7
36	13	2	0.2	-4
37	6	-3	1.6	5
38	12	0	0.6	3
39	-1	-3	1.7	-9
40	-2	1	0.4	0

Next section:
cpd	structure	CHRM1 agonist	OXTR agonist	CHRM1 antagonist	TAAR1 antagonist	TAAR1 agonist
41	Cc1ccc(C(=O)Nc2ccc(N3CCN(C)CC3)cc2)cc1	-10	-0.8	-2	-10	14
42	O=C(O)c1cc2n(n1)C(C(F)(F)F)CC(C1CC1)N2 (stereo not drawn)	-3	-0.3	3	-14	1
43	O=C(COC(=O)CCSc1ccc(Cl)cc1)NCc1ccco1	-3	-0.8	-1	7	0
44	CCOc1ccc(NC(=O)CCC(=O)N/N=C2\CCCc3ccccc32)cc1	-2	x	-3	-16	-1
45	COc1cc(C(=O)O)cc(NC(=O)c2cccs2)c1OC	-2	-0.3	1	-15	4
46	O=C(/C=C/c1ccco1)NC(=S)Nc1ccccc1Br	0	-0.5	-9	-8	11
47	COC(=O)c1ccc(CSc2nnc(NC(=O)C3CC(=O)N(Cc4ccc(C)cc4)C3)s2)cc1 (stereo not drawn)	-4	1.2	5	-5	3
48	COc1ccc(OC)c(NC(=O)C(CCSC)NS(=O)(=O)c2cccs2)c1 (stereo not drawn)	-2	-0.3	-9	10	-3

cpd	CHRM1 PAM	CHO parental Ca	V1R ag counter	OXTR potentiate
41	1	-12	-0.2	1
42	0	8	0.4	-1
43	3	-8	0.0	1
44	3	x	x	x
45	10	-11	-0.3	5
46	13	-4	-0.4	3
47	2	-29	2.5	-6
48	10	-20	-1.1	-5
